DNMT1 inh – blocks human DNA methyltransferase DNMT1. P26358. DNMT1 molecular beacon, Hinp1I cleavage, fluorescence. inhibition (reported as % activation of signal), % at 10 µM. hit rate 0.83% among 360,000; in the data active = inhibition above about 50%
Scp-1 inhibitor – Scp-1 (human) phosphatase inhibition. Q9GZU7. Recombinant Scp1, phosphopeptide, malachite green phosphate absorbance. inhibition, % at 20 µM. hit rate 0.88% among 340,000;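 active = inhibition above about 50% at 20 µM, limit read from the data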;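 note: plate controls were DMSO wells with enzyme for no effect and wells lacking enzyme for full effect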
Target sequence (Q9GZU7 76-261 limits assumed): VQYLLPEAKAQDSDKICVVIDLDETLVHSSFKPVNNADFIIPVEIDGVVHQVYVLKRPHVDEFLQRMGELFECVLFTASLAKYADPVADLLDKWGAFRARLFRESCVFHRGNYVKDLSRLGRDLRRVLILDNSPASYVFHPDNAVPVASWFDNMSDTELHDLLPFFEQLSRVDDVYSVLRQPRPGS
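Test system – truncated SCP-1 phosphatase (76-261aa) · Reagent – Phosphorylated 17-residue peptide substrate · Incubation – 45 min room-temperature reaction, 5 min colour, 30 min stabiliser · Detection – colorimetric phosphate reagent with accelerator and stabiliser, absorbance at 630 nm · Measure – % inhibition at 20 µM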
STEP block – inhibitors of human striatal-enriched phosphatase STEP. P54829. hit rate 0.25% among 360,000. inhibition, % at 20 µM. recombinant STEP, OMFP fluorogenic substrate, fluorescence;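 active = inhibition at 20 µM, scaled per plate between control wells, above about 37%, limit read from the data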;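 note: 0% = DMSO with enzyme and substrate and 100% = substrate only without enzyme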
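Material: STEP (striatal-enriched tyrosine phosphatase) enzyme, cell-free | Medium: 50 mM Bis-Tris pH 6.0 with 2.5 mM DTT and 0.005% Tween 20 | Read-out: Percent inhibition scaled to no-enzyme and uninhibited-enzyme controls, plate-pattern corrected | Signal: Fluorescence read at 480 nm ex / 540 nm em | Times: 20 min reaction, room temperature, in the dark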
E coli Lon inh – E. coli protease La inhibition | P0A9M0 | purified E. coli Lon protease, fluorescence polarization | inhibition, % at 7.94 µM | hit rate 0.42% among 360,000 | AID 602123; in the data active = inhibition above about 13%, passing the limit was not always enough;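 note: 0% = enzyme with probe and DMSO and 100% = no enzyme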
MsrA inhibitor – inhibitors of bovine MsrA; inhibition, % at 15.5 µM; purified bovine MsrA, absorbance read-out; hit rate 0.75% among 360,000; AID 651718; in the data active = inhibition above about 4.5%;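 note: 0% = vehicle wells with enzyme and 100% = reference inhibitor wells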
CendR NRP1 mod – modulators of CendR peptide binding to human neuropilin-1. O14786. FAM-RPARPAR peptide binding to NRP-1, fluorescence polarization. inhibition, % at 25 µM. hit rate 0.85% among 360,000;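 active = inhibition or corrected inhibition above about 18%, plus a signal ratio from 0.5 to 1.5, limit read from the data, passing the limit was not always enough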; note: strong numbers were not always called active
SUMO1-SIM PPI – SUMO1-SIM interaction modulation. P63165. SUMO1 binding to a labelled peptide, TR-FRET, 1 h. inhibition, % at 20 µM. hit rate 0.33% among 360,000; in the data active = inhibition above about 37%
Target sequence (P63165 whole entry, looked up): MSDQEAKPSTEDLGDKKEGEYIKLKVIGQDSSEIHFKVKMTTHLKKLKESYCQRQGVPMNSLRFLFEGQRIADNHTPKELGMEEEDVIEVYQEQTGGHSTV
bovine MsrA act – activators of bovine methionine sulfoxide reductase A; purified bovine MsrA, absorbance read-out; activation, % at 10.6 µM; hit rate 0.3% among 360,000; in the data active = activation above about 7.5%;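 note: 0% = vehicle and 100% = reference activator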
LMPTP block – blocks human LMPTP phosphatase; P24666; recombinant LMPTP-A, OMFP fluorogenic substrate, fluorescence intensity; inhibition, % at 20 µM; hit rate 0.22% among 360,000;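 active = compounds that cut the enzyme signal by at least half of the control window in the single-dose screen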;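 note: plate controls were DMSO wells with enzyme plus substrate for no effect and substrate without enzyme for full effect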
Target sequence (P24666 whole entry, looked up): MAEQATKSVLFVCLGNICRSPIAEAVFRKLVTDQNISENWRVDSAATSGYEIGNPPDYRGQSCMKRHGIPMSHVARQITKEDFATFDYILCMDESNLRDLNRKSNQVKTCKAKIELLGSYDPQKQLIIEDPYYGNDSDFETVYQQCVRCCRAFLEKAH
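Material: LMPTP-A; amount: 0.625 nM enzyme; doses: single 20 µM dose; times: reaction 50 min, room temperature, dark; technique: fluorescence intensity of OMFP turnover product; benchmarks: no-enzyme and uninhibited controls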
TbMetRS inhib – blocks T. brucei methionyl-tRNA synthetase activity. inhibition, % at 11.9 µM. AID 624268. purified T. brucei MetRS, ATP depletion, Kinase-Glo luminescence. hit rate 0.4% among 360,000;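 active = inhibition above a per-plate cutoff of the control wells' mean inhibition plus 3 SD, cut at about 5.5% in these data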;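 note: 0% = DMSO wells median and 100% = median of wells with control inhibitor compound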
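Measured by: Kinase-Glo luciferase luminescence reporting remaining unconsumed ATP. Material: purified T. brucei MetRS enzyme. Doses: 11.9 µM compound single dose, 0.9% DMSO. Medium: HEPES buffer containing pyrophosphatase, BSA, spermine, DTT. Times: 15 min preincubation, 2 h reaction, all 25 °C. Reagent: methionine, ATP and bulk E. coli tRNA.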
An asterisk follows results filed as active; nt = no result given.

[1] Cn1c(=O)c(C(=O)Nc2ncccc2O)c(O)c2ccccc21
[2] Cc1nc(N2CCOCC2)[nH]c(=O)c1CCC(C)C
[3] CCOc1cc(N2CCOCC2)c(OCC)cc1NC(=O)COC(=O)c1ccccc1OC(F)F
[4] O=c1[nH][nH]c(=O)c2nc(Nc3ccccc3)ncc12
[5] COC(=O)c1c(-c2ccncc2)csc1NC(=O)c1ccoc1C
[6] Cc1[nH]n2cnnc2c(=O)c1Br
[7] Cc1cccc(C(=O)Nc2ccc(C(=O)N/N=C/c3ccc(C)o3)cc2)c1
[8] C=CCN1C(c2ccc(Br)cc2)=CS/C1=C(/C#N)c1nnc(N2CCOCC2)n1-c1ccccc1
assay / compound	1	2	3	4	5	6	7	8
DNMT1 inh	-4	5	12	3	1	-1	1	-8
Scp-1 inhibitor	-1	9	1	-2	3	-3	-5	5
STEP block	4	-1	-2	3	3	1	2	0
E coli Lon inh	-5	4	-1	-4	-10	-4	3	6
MsrA inhibitor	4.0	0.7	1.3	1.9	0.8	-1.1	6.4*	2.1
CendR NRP1 mod	8	7	-11	-8	-2	-8	3	20
SUMO1-SIM PPI	-7	3	3	-17	4	3	-4	-13
bovine MsrA act	0	-8	-2	-1	-9	-7	-12	-3
LMPTP block	2.9	-0.3	-3.4	0.3	2.2	-1.6	-0.4	1.1
TbMetRS inhib	-1.3	-0.6	-0.3	-0.1	-0.6	-0.3	-0.6	2.8

[9] O=C(NCc1cccs1)C1CCCN1C(=O)Nc1ccc(F)cc1 (stereo not drawn)
[10] COc1ccc(S(=O)(=O)N2CCOCC2)cc1NC(=O)CN1C(=O)CN(C)C1=O
[11] Cc1cn(C2CCCCC2)c(=O)n(-c2ccccc2)c1=O
[12] O=C(NCCCn1cccn1)c1cc(COc2ccc(F)cc2Cl)on1
[13] O=c1c(-c2ccccc2)cnc2n1CCS2
[14] Cc1cccc(C)c1OCC(=O)N/N=C/c1ccc2c(c1)OCO2
[15] C=CCn1c(COc2ccccc2)nnc1SCC(=O)Nc1ccc2c(c1)OCCO2
[16] O=S(=O)(NC1CCCCC1)c1ccc(Br)s1
assay / compound	9	10	11	12	13	14	15	16
DNMT1 inh	1	2	5	0	0	9	4	1
Scp-1 inhibitor	-6	-2	-3	-3	-10	-5	10	-8
STEP block	0	-2	1	-2	0	3	4	-2
E coli Lon inh	1	-1	-11	-4	8	-1	-12	7
MsrA inhibitor	-1.4	-0.7	0.2	1.4	0.8	0.5	-1.4	-0.3
CendR NRP1 mod	6	11	-23	-4	-2	11	1	3
SUMO1-SIM PPI	2	4	7	1	-1	-1	-2	0
bovine MsrA act	-3	-2	-2	-9	-2	2	-9	0
LMPTP block	0.0	-0.9	-2.6	-2.5	-1.6	1.0	-0.3	0.4
TbMetRS inhib	0.0	-0.1	-0.1	-0.4	-0.1	-0.3	0.8	-0.4

Complete entries, quoted from the list. Order of values: DNMT1 inh	Scp-1 inhibitor	STEP block	E coli Lon inh	MsrA inhibitor	CendR NRP1 mod	SUMO1-SIM PPI	bovine MsrA act	LMPTP block	TbMetRS inhib
O=C(NCCCn1cccn1)c1cc(COc2ccc(F)cc2Cl)on1 is listed with 0	-3	-2	-4	1.4	-4	1	-9	-2.5	-0.4
Cc1cccc(C)c1OCC(=O)N/N=C/c1ccc2c(c1)OCO2 is listed with 9	-5	3	-1	0.5	11	-1	2	1.0	-0.3
COc1ccc(S(=O)(=O)N2CCOCC2)cc1NC(=O)CN1C(=O)CN(C)C1=O is listed with 2	-2	-2	-1	-0.7	11	4	-2	-0.9	-0.1
Cc1cn(C2CCCCC2)c(=O)n(-c2ccccc2)c1=O is listed with 5	-3	1	-11	0.2	-23	7	-2	-2.6	-0.1
O=C(NCc1cccs1)C1CCCN1C(=O)Nc1ccc(F)cc1 (stereo not drawn) is listed with 1	-6	0	1	-1.4	6	2	-3	0.0	0.0

(further entries)
[17] Cc1nn(-c2ccc([N+](=O)[O-])cc2)c2c1C(c1cccc(Br)c1)N1C(=N2)C(=O)Nc2ccccc21 (stereo not drawn)
[18] Cc1cc(C)nc(NS(=O)(=O)c2ccc(N/C=C/C(=O)c3ccc(Cl)c(Cl)c3)cc2)n1
[19] CC(C)(C)Cc1c(-c2ccc(Br)cc2)nc2ccc(Br)cn12
[20] O=C1C=C(c2ccc3ncccc3c2)C[C@@H](c2ccc(Cl)cc2)C1
[21] COc1ccc(CN(CCC(c2ccccc2)C2CCOC(C)(C)C2)C(C)=O)cc1 (stereo not drawn)
[22] Cc1ccccc1NS(=O)(=O)c1nnc(NC(=O)CC(C)C)s1
[23] Fc1ccccc1N=C1NN=C(c2ccccc2)CS1
[24] CCOC(=O)C1CSC2(CCC(c3ccccc3)CC2)N1 (stereo not drawn)
assay / compound	17	18	19	20	21	22	23	24
DNMT1 inh	0	36	18	-5	0	1	-12	0
Scp-1 inhibitor	-5	-8	nt	-2	-5	-16	4	3
STEP block	3	-2	0	2	2	-1	-1	-2
E coli Lon inh	-15	-10	-4	0	2	1	-7	-3
MsrA inhibitor	1.2	-0.1	1.1	1.2	2.0	-1.2	-0.2	0.2
CendR NRP1 mod	-112	-26	2	2	-10	-5	-3	14
SUMO1-SIM PPI	-6	5	1	-18	-4	2	-5	-4
bovine MsrA act	-1	-5	-9	0	-7	-2	-7	-11
LMPTP block	3.6	0.7	2.2	7.1	-1.5	-0.2	0.4	-0.6
TbMetRS inhib	-0.2	-0.3	-1.8	0.4	-1.1	-0.5	-0.8	-1.6

[25] Cc1ncc([N+](=O)[O-])n1CC(=O)NCCc1ccccc1
[26] COc1ccc(-c2noc(CCCOc3ccc(Cl)cc3Cl)n2)cc1
[27] Nc1nc2c(ccc3ccccc32)s1
[28] COc1ccc(-n2nc(C(=O)N3CCCCC3)c3ccccc3c2=O)cc1
[29] CCOc1ccc(NC(=O)Cn2sc3nc(C)cc(C)c3c2=O)cc1
[30] COc1cccc(OC)c1C(=O)Nc1ccnn1C
[31] N#CCCn1cc(C(CC(=O)c2ccccc2)C(=O)O)c2ccccc21 (stereo not drawn)
[32] O=C(O)c1sccc1NC(=O)c1c(Cl)cccc1Cl
assay / compound	25	26	27	28	29	30	31	32
DNMT1 inh	6	-8	2	1	2	0	1	-1
Scp-1 inhibitor	1	0	-2	-3	-6	-7	-6	-15
STEP block	-2	0	1	-3	-1	1	3	-2
E coli Lon inh	-4	-3	-8	0	6	-9	-6	-4
MsrA inhibitor	1.1	-0.7	-0.3	0.2	nt	nt	-0.4	-1.2
CendR NRP1 mod	12	4	1	-1	3	8	9	4
SUMO1-SIM PPI	-2	-1	-5	-3	0	1	0	2
bovine MsrA act	-7	-11	-2	-10	-5	-2	1	-2
LMPTP block	-1.4	4.5	1.4	0.7	-1.7	0.3	-0.5	-1.4
TbMetRS inhib	-0.9	-0.8	0.4	-1.8	-0.1	-0.5	0.0	-0.2

[33] O=C1NC2c3ccccc3CC2O1 (stereo not drawn)
[34] COc1ccc(NC(=O)CN(C)S(=O)(=O)c2ccc(Br)s2)cc1
[35] C=CCC1(C#N)C(=S)NC2=C(C(=O)CC(C)(C)C2)C1c1ccc(Br)cc1 (stereo not drawn)
[36] CC(C)c1ccc(C2C(C(=O)c3ccco3)=C(O)C(=O)N2CC2CCCO2)cc1 (stereo not drawn)
[37] COc1ccc(OC)c(NC(=O)c2cnc(Nc3ccccc3OC)c3ccccc23)c1
[38] Cc1[nH]n(-c2ccccc2)c(=O)c1/C=N/NC(=O)C(C)C
[39] CC(C)(C)c1ccc(C(=O)N2CCC2(C)C(=O)NCCC#N)cc1 (stereo not drawn)
[40] COc1cc(OC)c(Nc2cc(C)nc3nc(C)nn23)cc1Cl
assay / compound	33	34	35	36	37	38	39	40
DNMT1 inh	5	1	-6	2	-14	-4	5	0
Scp-1 inhibitor	0	12	-11	4	5	-3	nt	-4
STEP block	-1	-2	1	2	3	0	-6	-2
E coli Lon inh	6	3	11	-1	-7	1	-5	-3
MsrA inhibitor	0.0	-0.1	-0.3	0.5	4.4	4.1	-1.8	-0.8
CendR NRP1 mod	12	-4	2	-2	-9	-3	-8	13
SUMO1-SIM PPI	4	5	-4	0	-2	1	-3	5
bovine MsrA act	0	-14	-4	-3	-9	-2	-1	-3
LMPTP block	-1.0	-1.4	1.0	1.0	3.8	-0.7	-0.7	-1.1
TbMetRS inhib	-0.1	-1.3	0.4	0.3	-1.4	-1.1	0.0	0.2

[41] Cc1nn(C)c(C)c1CNC(=O)/C=C/c1ccccc1F
[42] COc1ccc(NC(=O)c2cc(-c3cc(F)ccc3OC(C)C)n[nH]2)cc1OC
[43] CC(=O)Nc1ccc(CN2C(=O)C(CCc3ccccc3)ON=C2c2cnccn2)cc1 (stereo not drawn)
[44] CCC(=O)Nc1c2c(nn1-c1ccccc1)CSC2
[45] Cc1csc(NC(=O)c2ccco2)n1
[46] COc1ccc2cc(C(=O)NCc3ccco3)c(=O)oc2c1
[47] CSc1cccc(NC(C)=O)c1
assay / compound	41	42	43	44	45	46	47
DNMT1 inh	1	4	-3	-1	2	4	1
Scp-1 inhibitor	-14	nt	nt	-2	1	-8	-6
STEP block	-3	-2	-1	4	-5	-2	-4
E coli Lon inh	-5	-3	3	1	-7	-5	-2
MsrA inhibitor	-0.7	-0.7	0.3	2.8	1.8	3.0	0.3
CendR NRP1 mod	-19	-3	-2	-3	-11	0	-3
SUMO1-SIM PPI	-7	4	4	1	0	-16	1
bovine MsrA act	-3	-2	-3	5	-2	-8	-5
LMPTP block	-2.0	0.7	-0.4	-2.5	-0.8	-1.7	-1.1
TbMetRS inhib	-0.1	-0.3	0.0	-0.3	-1.1	-1.9	-0.6

Screens: PubChem BioAssay, several laboratories
